ATXN2 expr inh: inhibitors of ATXN2 expression; HEK-293 ATXN2-luciferase reporter, luminescence, 24 h; Potency, µM (highest dose often 57 µM), without a hit: at the highest dose activity change, negative = inhibition, most hits filed as inhibitors; 360,000 compounds, 0.72% hits; AID 1745845; further: potency means the concentration at half of the fitted maximal effect; on the % scale 0 is the no-effect control and ±100 the full control effect; nearly all actives have a fitted effect of over 55% in size
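qHTS (up to 57 uM final) was run with 24 h compound exposure of reporter cells at 37 °C. Each well was multiplexed: SteadyGlo luminescence measured ATXN2-luciferase expression after a fluorogenic Gly-Phe-AFC viability readout (25 uM final).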
HepG2 viability: counter-screen for TGF-b inhibitors: cytotoxicity in HepG2 cells. HepG2 CAGA-GFP viability, ATP luminescence, 18 h. Potency, µM (top dose mostly 46.1 µM), for inactives: top-dose activity change, negative = cytotoxicity, most hits filed as cytotoxic. 410,000 compounds, 0.76% hits; further: potency means the concentration at half of the fitted maximal effect; some results filed as inactive show a strong effect at the top dose
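CellTiter-Glo luminescence gave cytotoxicity after 18 hours at 37 degrees C. The cells were HepG2 CAGA-GFP in 1% FBS DMEM, stimulated with 500 pg/mL TGF-beta after compound addition. %Activity was normalised to no-cell wells (complete cell-killing) and DMSO (no toxicity), and curves were fitted and classified.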
Nrf2 block: blocks Nrf2 signaling; A549 ARE-Fluc reporter, luciferase luminescence, 18-24 h; Potency, µM (series often up to 46 µM), inactives show top-dose activity change, negative = inhibition, hits mostly inhibitors; 360,000 compounds, 2.1% hits; AID 504444; further: potency means the concentration at half of the fitted maximal effect; on the % scale 0 is the no-effect control and ±100 the full control effect; nearly all actives have a fitted effect of over 60% in size
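Two sequential reads on A549 ARE_Fluc cells exposed to compound for 18-24 h: a CellTiter-Fluor fluorescence read for viability, then a luciferase luminescence read for Nrf2/ARE activity.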
MCF10A rereplic: inducers of DNA re-replication in MCF 10A breast cells. 350,000 compounds, 2.9% hits. MCF 10A DNA re-replication, Hoechst nuclear intensity, 48 h. Potency, µM (top dose mostly 46.1 µM), for inactives: top-dose activity, positive = re-replication, most hits filed as activators; further: potency means the concentration at half of the fitted maximal effect; % of control where 0% means no effect; nearly all actives have a fitted effect of over 50% in size
TGFb inhibitor: TGF-b pathway inhibition; HepG2 CAGA-GFP TGF-b/SMAD3 reporter, GFP fluorescence, 18 h; TGF-beta stimulated, 500 pg/mL final; Potency, µM (series often up to 46.1 µM), for the others: at the top dose activity, negative = inhibition, usual class: inhibitors; 410,000 compounds, 1.2% hits; AID 588855; further: potency means the concentration at half of the fitted maximal effect; on the % scale 0 is the no-effect control and ±100 the full control effect; nearly all actives have a fitted effect of over 65% in size
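Smad-responsive CAGA-GFP expression was quantified in HEPG2 cells exposed to compounds and 500 pg/mL final TGF-beta for 18 h at 37 degrees C; unstimulated wells defined full inhibition.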
S2 tox: cell viability loss in ATXN counter-screen; 400,000 compounds, 0.49% hits; AID 651635; S2 cells (HEK-293 line with an ATXN2-luciferase reporter) viability, CellTiter-Fluor protease fluorescence, 24 h; Potency, µM (highest dose often 56.7 µM), usual class: cytotoxic; further: potency means the concentration at half of the fitted maximal effect; nearly all actives have a fitted effect of over 40% in size
A549 tox: counter-screen for Nrf2 inhibitors: cytotoxicity in A549 cells. Potency, µM (top dose mostly 46 µM), for the others: top-dose activity change, negative = cytotoxicity, actives largely listed as inhibitors. A549 ARE-Fluc cells, CellTiter-Fluor viability, 18-24 h. 390,000 compounds, 0.16% hits; further: potency means the concentration at half of the fitted maximal effect; on the % scale 0 is the no-effect control and ±100 the full control effect
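A549 ARE_Fluc cells in 5% FBS OPTI-MEM were exposed to compounds in concentration-response for 18-24 h at 37 deg C. Viability was read by CellTiter-Fluor fluorescence (Ex 405/Em 525) after 30 min, before the luciferase read.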
Nrf2 activator: activators of Nrf2 (ARE) signaling; Potency, µM (doses to about 46.1 µM), for the others: at the highest dose activation, most hits filed as activators; 410,000 compounds, 0.31% hits; AREc32 ARE-luciferase reporter (MCF7-derived line), luminescence, 24 h; further: potency means the concentration at half of the fitted maximal effect; % of control where 0% means no effect; nearly all actives have a fitted effect of over 65% in size
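Reporter line AREc32 (ARE-Fluc), seeded overnight in OPTI-MEM with 5% FBS; compound pin-transferred, 24 hr at 37 deg C, 5% CO2; luminescent read-out.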
IL-1B inflam inh: inflammasome signaling inhibition, IL-1 beta readout | AID 743279 | activity change, % at 57.5 µM | 360,000 compounds, 4.7% hits | THP-1 LPS/ATP IL-1B secretion, AlphaLISA, 16 h; stronger effect = lower value; in the data active means activity change below about -50%; inconclusive means mostly about -30% to -49%; further: on the % scale 0 is the no-effect control and ±100 the full control effect
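THP-1 cells pretreated 1 hr with compounds (up to 57.5 uM final), then stimulated with LPS (250 ng/mL final) plus ATP (1.25 mM final); secreted IL-1B measured by AlphaLISA after 16 hr, decreased signal indicating inhibition.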
* marks the source's active call; other numbers are inactive results; i = inactive; ? = inconclusive; nt = no result given; & = joins results of further samples; [ ] = dose if it differs, or a comment. Unless noted, the call rests on the fitted dose curve; in most records, active means well fitted curve in the direction sought with a large enough effect; inconclusive means small, poorly fitted or top-dose-only effect, or another doubt; inactive means no such curve, though single readings can be large; an effect the other way counts as inactive or inconclusive.

smiles	ATXN2 expr inh	HepG2 viability	Nrf2 block	MCF10A rereplic	TGFb inhibitor	S2 tox	A549 tox	Nrf2 activator	IL-1B inflam inh
Cc1ccc(-c2csc(NC(=O)c3ccccc3Cl)c2C(=O)O)cc1	26%	-17%	4%	?	-17%	i	0%	-0.3%	1
CSC(SC)=C(C#N)C(=O)c1ccccc1	22µM*	-134%	10%	23µM*	?	nt	?	16%	-89*
Cc1ccc(CN(C)Cc2cc(=O)oc3cc(C)c(Cl)cc23)cc1	1%	-96%	9%	5%	-7%	i	11%	-2.3%	0
COC(=O)c1sccc1NC(=O)Nc1ccc(C)cc1C	7%	-23%	-3%	-7%	-1%	i	-5%	14%	-29
CN(C1CCCCC1)S(=O)(=O)c1ccc(SCC(=O)C(C)(C)C)nc1	nt	-23%	-14%	-2%	?	nt	-2%	2.9%	4
CCC(=O)N1CCc2cc(S(=O)(=O)CCC(=O)N3CCN(c4cccc(C)c4C)CC3)ccc21	-1%	-1%	-6%	nt	0%	i	1%	0.0%	nt
O=C(CNC(=O)C12CC3CC(CC(C3)C1)C2)N/N=C\c1ccccn1	-26%	4%	-6%	2%	-2%	i	2%	-0.4%	14
O=C(CNS(=O)(=O)c1ccccc1)NCC(=O)N1CCCCC1	0%	-4%	11%	-11%	-1%	i	-2%	-0.9%	9

The last 3 compounds of the section above come first, to join the parts:
smiles	ATXN2 expr inh	HepG2 viability	Nrf2 block	MCF10A rereplic	TGFb inhibitor	S2 tox	A549 tox	Nrf2 activator	IL-1B inflam inh
CCC(=O)N1CCc2cc(S(=O)(=O)CCC(=O)N3CCN(c4cccc(C)c4C)CC3)ccc21	-1%	-1%	-6%	nt	0%	i	1%	0.0%	nt
O=C(CNC(=O)C12CC3CC(CC(C3)C1)C2)N/N=C\c1ccccn1	-26%	4%	-6%	2%	-2%	i	2%	-0.4%	14
O=C(CNS(=O)(=O)c1ccccc1)NCC(=O)N1CCCCC1	0%	-4%	11%	-11%	-1%	i	-2%	-0.9%	9
O=C(NCc1cccnc1)c1ccc(NC(=O)c2cccc([N+](=O)[O-])c2)cc1	nt	7%	4.6µM*	?	8%	i	4%	1.0%	-10
CN1CCN(S(=O)(=O)c2ccc(-c3ccc(Cl)cc3)cc2)CC1	9%	0%	7%	?	-16%	i	-1%	-0.4%	0
COc1ccc(S(=O)(=O)NCc2nc3nc(C)cc(C)n3n2)cc1OC	-16%	0%&-22%	19%&7%	12%	8%&-11%	i	-4%&0%	-0.5%&0.0%	2
C=CCN(CC=C)C(=S)NC(=O)c1ccc(OC)c(Br)c1	?	-14%	?	1%	-27%	?	-8%	0.3%	12
Cc1ccc(Cn2cc(CN3CC(N4CCN(C)CC4)CS3(=O)=O)nn2)cc1 (stereo unspecified)	6%	nt	nt	nt	nt	i	nt	-0.8%	1
Cc1ccn2c(=S)[nH]nc2c1	nt	-15%	nt	nt	-14%	i	nt	-1.9%	-3
CC1=C(C(=O)OCc2ccccc2)C(c2ccc(N3CCOCC3)cc2)NC(=O)N1 (stereo unspecified)	6%	-8%	?	?	32%[activator]	i	-14%	-0.2%	?
CCN(CCCNC(=O)C1CCN(C(=O)c2cc3sccc3n2C)CC1)Cc1ccccc1	-6%	-26%	-3%	-5%	-1%	i	-13%	0.0%	-14
CC(=O)c1c(C)nc(Nc2nc(C)c3cc(C)ccc3n2)nc1C	5%[11.3 µM]	-5%	?	1%	?	i	7%	3.4%	-12
CCC(CO)Oc1cc(NC(=O)c2cccc(OC)c2)c2ncn(C(C)C)c2c1 (stereo unspecified)	-19%	-13%	-25%	2%	-4%	i	-3%	2.6%	0
Nc1c(C(=O)NCc2cccs2)nnn1CC(=O)Nc1cccc(F)c1	-2%	3%	?	nt	19%	i	0%	-0.4%	nt
O=C(COc1ccc(NS(=O)(=O)c2ccc(F)cc2)cc1)N1CCOCC1	nt	1%	-2%	0%	4%	i	-11%	-1.3%	-11
Cc1ccc(NC(=O)Cn2c(=O)ccc3cc(S(=O)(=O)N4CCCC4)ccc32)cc1N(C)C	-1%	-5%	nt	nt	-9%	i	-10%	-0.9%	nt
CC(C)c1ccc(-c2nc3c([nH]2)c(=O)n(C)c(=O)n3C)cc1	2%	0%	nt	3%	4%	?	5%	2.7%	0
Cc1ccc(S(=O)(=O)N2CCN(S(=O)(=O)c3ccc(C)cc3)C2)cc1	4%	-1%	?	15%	-6%	i	1%	0.0%	-20
O=C(NCc1ccccc1)Nc1cccn(Cc2ccccc2Cl)c1=O	-31%	-1%	?	1%	0%	?	0%	4.0%	-23
Cc1cccc(CSc2nc3ccncc3n2CC(=O)Nc2cc(C)cc(C)c2)c1	-10%	-31%	2%	?	-14%	?	-14%	2.7%	0
CC12CCC(C(=O)N(c3ccc(Cl)cc3)C1=O)C2(C)C (stereo unspecified)	1%	-14%	-1%	-3%	-8%	i	11%	0.0%	4
Cc1cc(N2CCC(C)CC2)nc2ccc(NC(=O)CCC(=O)N3CCN(c4ccccc4F)CC3)cc12	-33%	-23%	-21%	nt	?	?	-11%	0.8%	nt
COc1ccc(CCN(C)C2CCCN(C(=O)c3ccnn3C)C2)cc1OC (stereo unspecified)	6%	-20%	4%	2%	-10%	i	1%	0.2%	-16
NS(=O)(=O)c1ccc(CCNc2nc(C(F)(F)F)nc3ccccc23)cc1	?	-4%	23µM*	18%	4%	i	0%	0.1%	-30
COc1ccc(-c2nc(-c3cccc(C(F)(F)F)c3)no2)cc1OC	-16%	21%	?	9%	20%	i	-3%	-0.7%	-26
Cc1cc(C)c(OCC(=O)N2CC=C(c3ccccc3)CC2)c(C)c1	-19%	1%	-8%	3%	-6%	i	19%	-1.3%	27
CCN(c1ccc2c(c1)OCO2)S(=O)(=O)c1cc(Br)cc2c1N(C(=O)C1CC1)CC2	-8%	-22%	?	28%	19%	i	9%	0.1%	-5

In the list so far, these contain a CF3 group.
smiles	ATXN2 expr inh	HepG2 viability	Nrf2 block	MCF10A rereplic	TGFb inhibitor	S2 tox	A549 tox	Nrf2 activator	IL-1B inflam inh
NS(=O)(=O)c1ccc(CCNc2nc(C(F)(F)F)nc3ccccc23)cc1	?	-4%	23µM*	18%	4%	i	0%	0.1%	-30
COc1ccc(-c2nc(-c3cccc(C(F)(F)F)c3)no2)cc1OC	-16%	21%	?	9%	20%	i	-3%	-0.7%	-26

More structures:
smiles	ATXN2 expr inh	HepG2 viability	Nrf2 block	MCF10A rereplic	TGFb inhibitor	S2 tox	A549 tox	Nrf2 activator	IL-1B inflam inh
O=C(NNC(=O)c1cccnc1)NC12CC3CC(CC(C3)C1)C2	4%	0%	7%	-3%	-3%	i	0%	-0.5%	5
CN(C)c1ccc(C(=O)C(O)c2ccc(C(C)(C)C)cc2)cc1 (stereo unspecified)	-3%	3%	?	-2%	0%	i	-6%	0.1%	5
CCC(C)C(NC(=O)C1CCC(=O)N1C(=O)OCc1ccccc1)C(=O)NC(C(=O)N1CCCC1C(N)=O)C(C)CC (stereo unspecified)	3%	2%	2%	-1%	-4%	i	-2%	-0.6%	-2
Cc1ccc(N(Cc2ccccc2)C(=O)c2cc(S(=O)(=O)N3CCOCC3)ccc2N2CCCC2)cc1	-8%	-22%	?	21%	?	i	-13%	0.2%	-5
Cc1ccc(-n2c(C)nn(CC3CC3)c2=O)cc1	29%	-12%	14%	-1%	16%	i	0%	0.8%	-8
CC1=C(c2ccc(C)c(C)c2)S(=O)(=O)N(Cc2ccc(C(=O)Nc3cc(F)ccc3F)cc2)C1=O	-3%	2%	?	nt	-1%	i	1%	-0.7%	nt
CCOC(=O)C1CCN(c2c(N3CCN(Cc4ccccc4)CC3)c(=O)c2=O)CC1	8%	-12%	?	-8%	3%	i	1%	-0.1%	0
O=C(CSc1n[nH]c(=O)n1Cc1ccco1)N1CCOCC1	-13%	3%	-4%	-12%	8%	i	7%	-0.4%	13
COc1cccc(NC(=O)CN(C)S(=O)(=O)c2ccc(C)cc2)c1	-12%	-17%	8%	-2%	1%	i	-1%	0.5%	12
Cc1cc(C)n(CC(=O)NNC(=O)CCCOc2ccc(Cl)c(C)c2)n1	-8%	-28%	-10%	2%	0%	i	0%	2.3%	-7
COc1cc(/C=C/CO)ccc1O[C@@H]1O[C@H](CO)[C@@H](O)[C@H](O)[C@H]1O	-5%	-1%	-6%	23%	1%	i	1%	-1.3%	25
O=C1OCCN1C(=O)[C@H]1[C@H](c2ccc([N+](=O)[O-])cc2)C(c2ccc(F)cc2)=NN1c1ccccc1	-6%	-37%	-10%	-10%	?	i	-18%	4.5%	-51*
CC(C)Sc1nnc([C@H](Cc2c[nH]c3ccccc23)NC(=O)OC(C)(C)C)o1	-3%	0%	?	328%[0.0737 µM]	-12%	?	-10%	2.3%	-2
CCOC(=O)C1=C(C)OC(N)=C(C#N)C1c1ccccc1 (stereo unspecified)	-31%	-12%	-1%	-6%	0%	i	-4%	-0.3%	-4
Cc1nn(CCCC(=O)NCc2ccc(F)cc2)c(=O)c2c1sc1ccccc12	nt	6%	20%	nt	24%	nt	2%	0.4%	nt
COc1ccc(-n2nnnc2C2CCN(S(=O)(=O)c3cccc(Cl)c3C)CC2)cc1	nt	-27%	?	nt	?	nt	-7%	0.5%	nt
